ABCB6 inh 2 = inhibitors of human ABC transporter ABCB6; K562-ABCB6 porphyrin accumulation, flow cytometry, 1 h; hits give low values; fluorescence ratio to DMSO, % at 10 µM; actives 0.19% (n = 360,000); AID 602162;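 active means fluorescence ratio to DMSO below 75%, the collection mean minus 3 SD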;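 further: signal is porphyrin accumulated inside mitochondria; 100% equals median channel fluorescence of DMSO control wells; lower ratio means ABCB6 inhibition with less porphyrin fluorescence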
Vif inh = inhibitors of HIV Vif | HEK293T cells, Vif self-association by quenched fluorescence, imaging, 24 h | inhibition, % at 7.49 µM | actives 0.35% (n = 340,000) | AID 602346; in the data active means inhibition above about 50%, passing the limit was not always enough; further: some results filed as inactive read as strong as hits
Glyco luc inh = N-linked glycosylation inhibition; actives 0.23% (n = 360,000); D54 ERlucT glycosylation luciferase reporter, 24 h; percent of 100 nM tunicamycin response; reporter increase, % at 12.5 µM;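 active means mean luciferase reporter signal, scaled so untreated is 0 and the glycosylation-blocking control 100, at or above a set limit in every replicate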;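 further: luciferase carries N-glycosylation sites so blocking glycosylation raises the light; 0% = median of neutral control wells and 100% = median of 100 nM tunicamycin wells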
TLR9-MyD88 block = TLR9-MyD88 interaction inhibition; CHO BLA complementation TLR9-MyD88, CCF4 FRET ratio; AID 504734; Q9NR96+Q99836; inhibition, % at 4.98 µM; actives 0.21% (n = 340,000);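 active means inhibition above the mean over all tested compounds plus 3 SD, cut at about 21% in these data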;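 further: 0% = DMSO only wells and 100% = clavulanate BLA inhibitor control wells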
aDG glyco up = increases alpha dystroglycan glycosylation; Pro5-aDG cells, alpha-DG glycosylation AlphaScreen (IIH6); 0% Pro5, 100% B10-LARGE cell signal; activation, % at 10 µM; actives 0.22% (n = 360,000); AID 624168;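 active means activation of at least 8% versus controls, or a plate z-score of at least 8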;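 further: Pro5 are CHO cells carrying HIG-tagged alpha-DG that lacks glycosylation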
MC4R antag cAMP = human MC4R antagonism in cAMP assay; P32245; MC4R-expressing cells, MTII-stimulated cAMP, LANCE TR-FRET; inhibition, % at 6.5 µM; actives 0.48% (n = 360,000);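 active means inhibition above its plate's cutoff, the mean of tested wells on that plate plus 3 SD, cut at about 29% in these data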;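 further: 0% = Melanotan II alone and 100% = Melanotan II plus saturating MCL0020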
Target sequence (P32245 whole entry, looked up): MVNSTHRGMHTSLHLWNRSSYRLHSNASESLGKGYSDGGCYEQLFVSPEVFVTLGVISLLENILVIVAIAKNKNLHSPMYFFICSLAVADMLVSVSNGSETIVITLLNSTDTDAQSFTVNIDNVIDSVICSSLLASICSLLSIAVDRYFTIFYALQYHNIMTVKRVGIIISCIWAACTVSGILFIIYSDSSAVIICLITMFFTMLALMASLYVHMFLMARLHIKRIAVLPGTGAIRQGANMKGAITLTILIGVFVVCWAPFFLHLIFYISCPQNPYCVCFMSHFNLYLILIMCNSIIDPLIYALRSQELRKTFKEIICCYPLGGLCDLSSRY
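Test system: U2OS cells stably expressing human melanocortin 4 receptor (MC4R); also added: Melanotan II challenge; compound: 6.5 µM single dose; timing: 30-min compound preincubation, 1-h Melanotan II challenge, 1-h detection, room temperature; signal: Eu-cAMP/anti-cAMP TR-FRET, emission 671 nm; repeats: one well per compound, no replicates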
MC4R ag barr = human MC4R agonism via beta-arrestin; U2OS MC4R beta-arrestin complementation, luminescence; percent of melanotan II response, DMSO zero; activation, % at 8.9 µM; actives 0.98% (n = 360,000);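 active means activation above a per-plate cutoff, the mean activation of sample wells on that plate plus 3 SD, cut at about 8% in these data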
Exocytosis inh = blocks lytic granule exocytosis. actives 0.66% (n = 360,000). inhibition, % at 10 µM. TALL-104 LAMP-1 surface exposure, flow cytometry; cells stimulated with thapsigargin and PMA;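 active means inhibition above about 55%, limit read from the data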
ABHD5 PLIN5 PPI = inhibitors of human ABHD5-perilipin-5 interaction; Split G. princeps luciferase complementation, luminescence, 4 h; inhibition, % at 4 µM; actives 0.78% (n = 360,000);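 active means inhibition above the mean inhibition across every tested compound plus 3 SD, cut at about 22% in these data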;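 further: 0% = DMSO only wells and the 100% control is not disclosed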
NOD2 RIPK2 PPI = blocks binding of human NOD2 to RIPK2; AID 624267; O43353; CHO BLA complementation NOD2-RIPK2, CCF4 ratio; actives 0.38% (n = 360,000); inhibition, % at 4.98 µM; in the data active means inhibition above about 21%;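 further: 0% = vehicle only and 100% = reference blocker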
Target sequence (O43353 whole entry, looked up): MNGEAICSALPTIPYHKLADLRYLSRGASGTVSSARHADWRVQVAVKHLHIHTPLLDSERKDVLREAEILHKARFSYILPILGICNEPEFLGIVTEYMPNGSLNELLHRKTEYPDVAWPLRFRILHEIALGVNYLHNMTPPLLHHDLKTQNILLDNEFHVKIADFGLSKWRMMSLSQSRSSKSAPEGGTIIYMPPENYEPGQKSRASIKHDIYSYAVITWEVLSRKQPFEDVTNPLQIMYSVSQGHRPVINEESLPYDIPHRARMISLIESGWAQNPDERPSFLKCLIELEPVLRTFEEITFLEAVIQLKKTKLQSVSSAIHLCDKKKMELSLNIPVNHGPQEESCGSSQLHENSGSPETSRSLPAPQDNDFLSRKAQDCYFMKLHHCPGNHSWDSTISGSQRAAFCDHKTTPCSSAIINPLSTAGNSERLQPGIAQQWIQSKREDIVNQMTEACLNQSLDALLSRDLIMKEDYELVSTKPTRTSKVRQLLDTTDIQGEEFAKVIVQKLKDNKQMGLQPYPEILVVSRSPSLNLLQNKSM
* marks the source's active call; other numbers are inactive results; . = no result given.

# | structure | ABCB6 inh 2 | Vif inh | Glyco luc inh | TLR9-MyD88 block | aDG glyco up | MC4R antag cAMP | MC4R ag barr | Exocytosis inh | ABHD5 PLIN5 PPI | NOD2 RIPK2 PPI
1 | O=C(c1cccc(S(=O)(=O)NCc2ccccc2)c1)N1CCCCC1 | 96 | -3 | 0 | 4 | 0.3 | -2 | -0.2 | -5 | -8 | -10
2 | COc1ccc(NC(=O)c2cc(-c3cc(Cl)ccc3O)n[nH]2)c(OC)c1 | 101 | -1 | 3 | -1 | 0.0 | 10 | 1.2 | 10 | -7 | 9
3 | CC(=O)N1CCN(S(=O)(=O)c2cccc(C(=O)NNC(=O)COc3ccc(Cl)cc3C)c2)CC1 | 93 | . | 3 | -5 | 0.9 | 3 | -2.1 | -3 | 2 | 5
4 | CCN(CC)C(=O)[C@H]1CC(CC(=O)NCCCOC)C(=O)N2CCc3c([nH]c4ccccc34)[C@]12C (some centres not stated) | 100 | . | 1 | 5 | -0.1 | -1 | -0.1 | -2 | -1 | 2
5 | CCOC(=O)C1CCCN(C(=O)CN2C(=O)NC(C)(c3ccc4ccccc4c3)C2=O)C1 (configuration not stated) | 105 | -4 | 5 | -8 | -0.2 | 11 | -4.0 | -3 | -7 | 1
6 | C[C@H]1CN=C(Nc2ccccc2)N1CC1CCC1 | 102 | -2 | 2 | 4 | -0.2 | 3 | 1.2 | -12 | 8 | -11
7 | Cc1cc(C)c2[nH]c(=O)c(CN(Cc3nnnn3C3CCCC3)C3CCCCC3)cc2c1 | 106 | 15 | 3 | -5 | -0.3 | 5 | -1.2 | -7 | 4 | 9
8 | Cc1ccccc1Cn1cc(/C=N/n2cnnc2)c2ccccc21 | 91 | 12 | 2 | 4 | 0.7 | 9 | -1.5 | -2 | 6 | -3
9 | Cc1cc(C)c(NC(=O)CN2CCN(S(=O)(=O)c3ccc4c(c3)OCCO4)CC2)c(C)c1 | 99 | 5 | 2 | -5 | 0.1 | 6 | -0.1 | 6 | 0 | 3
10 | CC(=O)Nc1ccccc1NC(=O)C/C(C)=N/NC(=O)c1cccnc1 | 103 | 25 | -1 | -15 | 0.0 | 16 | 0.8 | 30 | 5 | 0
11 | Cc1ccc(S(=O)(=O)NCCSCc2ccco2)cc1 | 104 | 2 | -1 | -7 | -0.3 | -1 | -0.3 | -1 | 0 | -2
12 | COc1cc(C(O)c2nc(-c3cccc(C(F)(F)F)c3)cs2)ccc1F (configuration not stated) | 96 | -8 | 1 | . | 0.0 | 5 | -0.5 | 6 | -15 | 7
13 | Cc1cccc(CC2CC(=O)N(CCc3ccc4c(c3)OCO4)C2=O)c1 (configuration not stated) | 102 | -4 | 1 | 0 | 0.0 | 6 | 0.0 | 0 | -8 | 3
14 | COc1cc(OC)c(C2N(c3ccc(Cl)cc3)C(=O)C3CCCN32)cc1OC (configuration not stated) | 95 | -5 | -3 | -2 | 0.1 | -2 | -1.4 | 3 | 0 | -11
15 | COc1cc(C(=O)NCc2ccc(C(=O)NCC(OC)OC)cc2)cc(OC)c1OC | 96 | 3 | 4 | 2 | -0.1 | -1 | -0.9 | -1 | -3 | -11
16 | COc1cc(/C=C2/NC(=O)N(Cc3ccccc3F)C2=O)ccc1O | 98 | 1 | 10 | -5 | -0.1 | 12 | 0.4 | -1 | -9 | -7
17 | CCOc1ccc(/C=C/C(=O)N(CC)CC(=O)NCc2cccs2)cc1OC | 102 | -1 | -1 | -7 | 0.7 | 0 | -1.0 | -14 | -2 | -7
18 | CCOC(=O)[C@@H]1[C@H]2COc3ccc(Br)cc3[C@H]2N2C(=O)N(c3ccc(F)cc3)C(=O)[C@]12C | 97 | 0 | -3 | -3 | 0.2 | -2 | -2.1 | -3 | -2 | -13
19 | Cc1cc(=O)oc2c(C)c(OC3CCCCC3=O)ccc12 (configuration not stated) | 101 | 3 | 3 | -14 | 0.1 | 10 | -2.1 | 12 | -5 | 11
20 | COc1ccc(N2CC(C(=O)N/N=C/c3ccc(C)cc3)CC2=O)cc1 (configuration not stated) | 90 | 19 | 16 | -8 | -0.4 | -31 | -2.6 | -1 | 0 | -6
21 | COC(=O)c1ccc(N2CCN(c3ccccc3)CC2)c(NC(=O)C2CC2)c1 | 102 | -16 | 3 | 4 | 0.0 | 4 | -2.0 | 1 | -4 | -1
22 | COc1ccc(CCNC(=S)N2CCN(S(=O)(=O)c3ccccc3F)CC2)cc1 | 97 | . | -2 | 4 | -0.2 | 3 | -2.7 | 2 | -2 | 0
23 | O=c1[nH]c(CCl)nc2cc(-c3ccc(Cl)cc3)sc12 | 102 | -8 | -13 | -1 | 2.2 | 17 | 8.2 | 0 | 9 | 5
24 | CCOc1ccc(C(=O)Nc2ccc(N3CCN(C(=O)c4ccco4)CC3)cc2)cc1Br | 98 | -3 | -4 | -1 | -0.1 | 1 | 14* | 0 | 1 | -1
25 | Cc1nc2ccc(NC(=O)NCc3ccco3)cc2s1 | 96 | -8 | 2 | -8 | -0.1 | 3 | 1.4 | 0 | 7 | 2
26 | O=C(Nc1ccc(C(F)(F)F)cc1)c1ccc2nc[nH]c2c1 | 108 | -10 | 1 | 9 | 0.0 | 3 | -3.0 | -1 | -3 | 2
27 | Cc1ccc(/C=N/NC(=O)c2ccccc2OCc2cccc(Br)c2)o1 | 102 | -4 | 6 | . | 0.4 | 4 | 0.2 | 3 | 2 | 0
28 | COc1ccc(NC2CCCN(C(=O)c3ccc4nc(C)c(C)nc4c3)C2)cc1OC (configuration not stated) | 97 | -5 | 4 | -1 | 0.5 | -9 | 1.1 | 4 | 7 | -51
29 | CCN1CCN(C(c2cccs2)C(C)NC(=O)c2ccccc2)CC1 (configuration not stated) | 101 | -6 | -1 | 3 | -0.1 | 10 | -0.6 | -6 | 1 | -5
30 | Cc1cc(=O)n2c3ccccc3n(CC(O)CN3CCCC3)c2c1C#N (configuration not stated) | 93 | 3 | 14 | -7 | -0.2 | -3 | -0.4 | -7 | 2 | -11

From compound 16 to 23, as listed above:
# | structure | ABCB6 inh 2 | Vif inh | Glyco luc inh | TLR9-MyD88 block | aDG glyco up | MC4R antag cAMP | MC4R ag barr | Exocytosis inh | ABHD5 PLIN5 PPI | NOD2 RIPK2 PPI
16 | COc1cc(/C=C2/NC(=O)N(Cc3ccccc3F)C2=O)ccc1O | 98 | 1 | 10 | -5 | -0.1 | 12 | 0.4 | -1 | -9 | -7
17 | CCOc1ccc(/C=C/C(=O)N(CC)CC(=O)NCc2cccs2)cc1OC | 102 | -1 | -1 | -7 | 0.7 | 0 | -1.0 | -14 | -2 | -7
18 | CCOC(=O)[C@@H]1[C@H]2COc3ccc(Br)cc3[C@H]2N2C(=O)N(c3ccc(F)cc3)C(=O)[C@]12C | 97 | 0 | -3 | -3 | 0.2 | -2 | -2.1 | -3 | -2 | -13
19 | Cc1cc(=O)oc2c(C)c(OC3CCCCC3=O)ccc12 (configuration not stated) | 101 | 3 | 3 | -14 | 0.1 | 10 | -2.1 | 12 | -5 | 11
20 | COc1ccc(N2CC(C(=O)N/N=C/c3ccc(C)cc3)CC2=O)cc1 (configuration not stated) | 90 | 19 | 16 | -8 | -0.4 | -31 | -2.6 | -1 | 0 | -6
21 | COC(=O)c1ccc(N2CCN(c3ccccc3)CC2)c(NC(=O)C2CC2)c1 | 102 | -16 | 3 | 4 | 0.0 | 4 | -2.0 | 1 | -4 | -1
22 | COc1ccc(CCNC(=S)N2CCN(S(=O)(=O)c3ccccc3F)CC2)cc1 | 97 | . | -2 | 4 | -0.2 | 3 | -2.7 | 2 | -2 | 0
23 | O=c1[nH]c(CCl)nc2cc(-c3ccc(Cl)cc3)sc12 | 102 | -8 | -13 | -1 | 2.2 | 17 | 8.2 | 0 | 9 | 5

Continued.
# | structure | ABCB6 inh 2 | Vif inh | Glyco luc inh | TLR9-MyD88 block | aDG glyco up | MC4R antag cAMP | MC4R ag barr | Exocytosis inh | ABHD5 PLIN5 PPI | NOD2 RIPK2 PPI
31 | COc1ccc(C(=O)NN=C(Cc2ccccc2)Cc2ccccc2)cc1OC | 101 | 9 | -2 | -8 | -0.1 | 6 | 0.4 | 2 | -1 | -10
32 | CC(Sc1ncnc2c1cnn2-c1ccccc1)C(=O)NCC1CCCO1 (configuration not stated) | 93 | -13 | -1 | -4 | 0.4 | 15 | -2.5 | -1 | 0 | -7
33 | CCOc1ccccc1NC=C1C(=O)OC(C)(C)OC1=O | 101 | -2 | 1 | 3 | -0.2 | 6 | -1.9 | -3 | 6 | -6
34 | Cc1ccc(-c2c(C)sc3nc(CN4CCN(CC(=O)NC5CC5)CC4)[nH]c(=O)c23)cc1 | 90 | -9 | 5 | -4 | 0.1 | -2 | 1.7 | 2 | -2 | 3
35 | CCOc1ccc(-c2cc(C(=O)OC)[nH]n2)cc1 | 95 | 2 | 1 | 3 | 0.1 | 9 | 3.0 | 0 | -2 | -5
36 | O=C(COC(=O)C1(c2ccc(Cl)cc2)CCCC1)NC1CCS(=O)(=O)C1 (configuration not stated) | 95 | 24 | 2 | 5 | 0.1 | 12 | 0.1 | 1 | 4 | 0
37 | COc1cccc(NC(=S)N/N=C2/CCCCc3ccccc32)c1 | 98 | 5 | -3 | 5 | -0.3 | -12 | -3.5 | -1 | -5 | 9
38 | Cc1csc(=N)n1CC(=O)N1CCc2ccccc21 | 98 | 4 | 2 | -4 | -0.2 | 6 | -1.9 | 3 | -2 | -4
39 | CC(C)C[C@H](NC(=O)c1nc[nH]c1C(=O)NC1CCNCC1)C(=O)OC(C)(C)C | 101 | -5 | 1 | 1 | -0.1 | -4 | -0.3 | -3 | 11 | -2
40 | O=C(CC1C[C@H](C(=O)N2CCOCC2)[C@@]2(CCC3CCCC3)c3[nH]c4ccccc4c3CCN2C1=O)NCCCn1ccnc1 (some centres not stated) | 88 | . | 5 | 2 | -0.3 | -3 | -0.2 | -6 | 3 | -3
41 | COc1ccccc1N1CCN(C(c2ccc(F)cc2)c2nnnn2C(C)C)CC1 (configuration not stated) | 97 | 6 | -4 | -13 | 0.0 | 3 | 0.5 | -2 | 1 | 0
42 | Cc1nc2sc(C(c3ccco3)N3CCN(c4cccc(Cl)c4)CC3)c(O)n2n1 (configuration not stated) | 102 | 2 | 0 | 4 | 0.2 | 5 | -0.8 | -8 | 16 | -10
43 | O=C(O)CC/C(=C\c1cccc(NC(=O)c2ccccc2Cl)c1)c1nc2ccccc2s1 | 96 | 41 | -3 | -2 | -0.5 | 9 | -0.5 | 0 | 5 | -9
44 | CC1CC(C)CN(C(=O)/C=C/c2ccc(S(=O)(=O)N3CCOCC3)cc2)C1 (configuration not stated) | 88 | 14 | 0 | -12 | 0.1 | -2 | -1.6 | 4 | -7 | -10
45 | COc1ccc(-c2cc(C(=O)N3CCOCC3)no2)cc1 | 101 | 10 | -15 | 5 | 0.0 | 11 | -0.3 | -7 | 8 | 2
46 | CCOC(=O)[C@]12CCCC=C1N(CCc1ccc(OC)c(OC)c1)C(=O)[C@H](CC(=O)N1CCSCC1)C2 | . | . | . | . | -0.1 | . | . | 9 | 8 | -6
47 | FCCCOc1ccc(-c2nccc(-c3ccc(Cl)cc3)n2)cc1 | 93 | -3 | 3 | -1 | 0.3 | 5 | 0.1 | -1 | 1 | 3

Assay outcomes (PubChem)

These rows are one share of the data; count on the stated rates, not on these rows.
